SRC2 inh: human SRC2 (NCOA2) inhibition; inhibition, % at 9 µM; HEK293 GAL4-SRC2 luciferase reporter, luminescence; Q15596; 370,000 compounds, 0.17% hits;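 active means inhibition above the mean inhibition of all tested compounds plus 3 SD, set per campaign, cut at about 52% in these data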;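 further: 0% = DMSO treated cells and 100% = cells given Gossypol at 36 µM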
MC4R ag barr: activates human MC4R beta-arrestin recruitment; P32245; U2OS MC4R beta-arrestin complementation, luminescence; percent of melanotan II response, DMSO zero; activation, % at 8.9 µM; 360,000 compounds, 0.98% hits;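 active means activation above a per-plate cutoff, the mean activation of sample wells on that plate plus 3 SD, cut at about 8% in these data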
MC4R antagonist: human MC4R antagonism in cAMP assay; inhibition, % at 6.5 µM; 360,000 compounds, 0.48% hits; MC4R-expressing cells, MTII-stimulated cAMP, LANCE TR-FRET;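 active means inhibition above its plate's cutoff, the mean of tested wells on that plate plus 3 SD, cut at about 29% in these data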;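 further: 0% = Melanotan II alone and 100% = Melanotan II plus saturating MCL0020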
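Assay system: human MC4R-expressing U2OS cells; reagent: Melanotan II stimulation of cells; dosing: 6.5 µM single dose; timing: compound 30 min, challenge 1 h, detection 1 h; signal: TR-FRET cAMP assay; replicates: one well per compound, no replicates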
ABHD5-PLIN5 inh: ABHD5-PLIN5 protein interaction inhibition | Q00G26+Q8WTS1 | Split G. princeps luciferase complementation, luminescence, 4 h | inhibition, % at 4 µM | 360,000 compounds, 0.78% hits;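 active means inhibition above the mean inhibition across every tested compound plus 3 SD, cut at about 22% in these data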;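 further: 0% = DMSO only wells and the 100% control is not disclosed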
NOD2-RIPK2 inh: NOD2-RIPK2 protein interaction inhibition. O43353. inhibition, % at 4.98 µM. CHO BLA complementation NOD2-RIPK2, CCF4 ratio. 360,000 compounds, 0.38% hits; in the data active means inhibition above about 21%;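 further: 0% = vehicle only and 100% = reference blocker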
COUP-TFII inh: NR2F2 (human) inhibition, primary screen; HEK293T NGFI-A luciferase reporter, luminescence; inhibition, % at 8.6 µM; 370,000 compounds, 0.7% hits; AID 686940;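 active means inhibition above a per-plate cutoff, mean inhibition of test wells between control levels plus 3 SD, cut at about 38% in these data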;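 further: cells cotransfected with COUP-TFII expression vector driving the NGFI-A reporter; 0% = median of COUP-TF2 test wells and 100% = reporter-only cells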
SRC1 inh: inhibits human SRC1 coactivator | Q15788 | HEK293 GAL4-SRC1 luciferase reporter, luminescence | AID 588354 | 360,000 compounds, 0.12% hits | inhibition, % at 3.6 µM;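 active means inhibition above the campaign mean plus 3 SD, with each screening campaign given its own cutoff, cut at about 60% in these data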;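 further: 0% = DMSO treated cells and 100% = gossypol at 36 µM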
Target sequence (Q15788 whole entry, looked up, the tested form may be a part): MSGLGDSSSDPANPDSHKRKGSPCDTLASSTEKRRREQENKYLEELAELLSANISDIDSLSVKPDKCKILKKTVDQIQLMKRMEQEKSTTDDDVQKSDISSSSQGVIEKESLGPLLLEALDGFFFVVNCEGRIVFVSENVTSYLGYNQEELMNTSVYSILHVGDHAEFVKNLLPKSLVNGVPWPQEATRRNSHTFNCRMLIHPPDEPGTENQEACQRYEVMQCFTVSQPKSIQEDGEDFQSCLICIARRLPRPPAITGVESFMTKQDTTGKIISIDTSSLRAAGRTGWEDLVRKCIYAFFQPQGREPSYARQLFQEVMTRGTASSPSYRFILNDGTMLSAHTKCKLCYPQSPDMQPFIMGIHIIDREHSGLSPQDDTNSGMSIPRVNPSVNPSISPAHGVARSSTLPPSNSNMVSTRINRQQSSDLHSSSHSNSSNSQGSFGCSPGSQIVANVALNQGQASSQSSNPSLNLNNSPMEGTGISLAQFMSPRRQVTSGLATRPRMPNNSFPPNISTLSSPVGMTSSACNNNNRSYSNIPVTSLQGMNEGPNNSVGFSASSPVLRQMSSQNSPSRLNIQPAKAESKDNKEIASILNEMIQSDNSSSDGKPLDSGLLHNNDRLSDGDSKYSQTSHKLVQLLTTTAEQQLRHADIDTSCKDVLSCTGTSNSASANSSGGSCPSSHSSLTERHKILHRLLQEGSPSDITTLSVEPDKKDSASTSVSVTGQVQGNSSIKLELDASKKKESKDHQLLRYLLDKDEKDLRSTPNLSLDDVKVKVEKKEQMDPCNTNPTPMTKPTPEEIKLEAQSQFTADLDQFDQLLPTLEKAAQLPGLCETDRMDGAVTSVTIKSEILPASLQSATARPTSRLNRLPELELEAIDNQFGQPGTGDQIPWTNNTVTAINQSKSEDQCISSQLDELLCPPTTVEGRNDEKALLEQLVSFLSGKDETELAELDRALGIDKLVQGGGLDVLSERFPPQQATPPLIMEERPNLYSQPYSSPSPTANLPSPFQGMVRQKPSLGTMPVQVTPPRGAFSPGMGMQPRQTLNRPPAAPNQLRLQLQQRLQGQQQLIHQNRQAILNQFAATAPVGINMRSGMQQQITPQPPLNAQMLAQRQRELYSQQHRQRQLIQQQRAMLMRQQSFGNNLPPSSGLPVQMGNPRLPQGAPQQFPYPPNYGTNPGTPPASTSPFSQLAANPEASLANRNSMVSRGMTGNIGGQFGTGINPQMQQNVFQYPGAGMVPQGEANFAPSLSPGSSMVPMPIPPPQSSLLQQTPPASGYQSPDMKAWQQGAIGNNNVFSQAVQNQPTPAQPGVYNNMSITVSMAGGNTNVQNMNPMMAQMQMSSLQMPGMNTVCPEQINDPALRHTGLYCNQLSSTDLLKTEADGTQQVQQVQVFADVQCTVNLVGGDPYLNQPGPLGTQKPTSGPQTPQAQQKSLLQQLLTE
LRH-1 inv ag: NR5A2 inverse agonism in reporter assay; HEK293T StAR-luciferase reporter, LRH-1 transfected, 24 h; AID 602396; inhibition, % at 3.6 µM; 360,000 compounds, 0.13% hits; O00482;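 active means inhibition above the mean inhibition of all tested compounds plus 3 SD, cut at about 73% in these data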;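 further: 0% = DMSO wells and 100% = reporter-only cells lacking LRH-1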
LMP1 NFkB inh: inhibitors of Epstein-Barr LMP1-induced NF-kappaB reporter. LMP1-induced NF-kappaB luciferase reporter cells, luminescence. inhibition, % at 12.5 µM. 350,000 compounds, 0.69% hits; in the data active means inhibition above about 41%;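 further: 0% = neutral control wells and 100% = reference inhibitor control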
TLR9-MyD88 block: inhibitors of human TLR9-MyD88 binding. inhibition, % at 4.98 µM. 340,000 compounds, 0.21% hits. CHO BLA complementation TLR9-MyD88, CCF4 FRET ratio. AID 504734;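 active means inhibition above the mean over all tested compounds plus 3 SD, cut at about 21% in these data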;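 further: 0% = DMSO only wells and 100% = clavulanate BLA inhibitor control wells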
SRC3 inh: inhibitors of human steroid receptor coactivator 3 (SRC3). Q9Y6Q9. HEK293 GAL4-SRC3 luciferase reporter, luminescence. inhibition, % at 3.6 µM. 360,000 compounds, 0.17% hits. AID 588352;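 active means inhibition above a per-campaign cutoff, the mean of all compounds plus 3 SD, cut at about 60% in these data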;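 further: 0% = DMSO-treated cells and 100% = gossypol-treated cells at 36 µM; higher means less SRC3-driven luciferase light from the GAL4 reporter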
Starred values were filed as active, the others as inactive; . = no result given. This is a subset; the hit share may differ from the screen's.

SMILES	SRC2 inh	MC4R ag barr	MC4R antagonist	ABHD5-PLIN5 inh	NOD2-RIPK2 inh	COUP-TFII inh	SRC1 inh	LRH-1 inv ag	LMP1 NFkB inh	TLR9-MyD88 block	SRC3 inh
O=C(CC1Sc2ccccc2NC1=O)NNC(=O)Nc1ccc(Cl)cc1 (configuration not stated)	-22	-2.2	3	7	-10	9	3	9	9	-1	15
O=C(CN1CCCCCC1)Nc1ccc(Br)cn1	0	-0.1	2	-2	-5	0	6	-29	-6	-13	-7
O=C(c1cc(C2CC2)nn1-c1ccccc1)N1CCN(c2ncc(C(F)(F)F)cc2Cl)CC1	-10	0.6	-2	-16	5	19	4	6	-3	-9	4
COc1ccccc1N(CC(=O)NCc1ccccc1)C(=O)CCC(=O)Nc1nccs1	-13	-0.5	-1	-3	-3	4	3	15	-1	-1	2
CC1CC(C)(C)NC(=S)S1 (configuration not stated)	1	-0.3	0	0	6	13	6	3	0	-7	-13
CCCc1cc(N2CCOCC2)n2ncc(-c3ccccc3)c2n1	-13	2.6	10	-2	8	-3	10	-5	-3	-4	-8
CC(=O)Nc1ccccc1C(=O)C(=O)Nc1ccc(F)c(Cl)c1	-66	0.0	8	1	-3	-28	-18	-55	-6	-18	-55
O=C1CSC(=Nc2ccc(O)cc2)N1	-28	-0.7	5	8	-12	12	-8	-9	.	-14	3
CCCc1cc(C(=O)NCc2cccnc2)no1	2	0.2	-3	5	-6	-13	-24	-4	1	-4	10
Cc1cccc(NC(=O)c2nc[nH]c2C(=O)Nc2cccc(C)c2)c1	-1	6.6	10	-1	-14	-1	-16	7	-19	7	7
O=C(CCCN1C(=O)c2cccc3cccc(c23)C1=O)OCC(=O)N1CCCCC1	-4	-2.6	-6	1	-2	1	-2	10	12	-10	3
CC1=C[C@H](C)[C@H](c2c(F)cccc2Cl)CC1=O	.	-1.8	4	-7	-6	.	-5	-15	-6	2	3
CC(C)c1ccc2oc(=O)cc(CN3CCN(c4ccccc4)CC3)c2c1	6	-0.3	9	-6	-2	-3	-7	0	-1	-1	-13
CCCCS/C(=C(/C#N)C(N)=O)c1cc2c([nH]1)CCCC2	18	1.0	27	-3	-7	24	-11	0	-6	-15	4
Cc1ccc(NC(=O)CCN2CCC(Cc3ccccc3)CC2)cc1	-22	4.1	2	-5	2	17	6	-12	-1	-3	-8
CCOC(=O)c1ccc(NC(=O)C(=O)NCc2ccccn2)cc1	23	-2.9	3	1	-2	-1	-20	1	6	5	19
O=C(Cn1cnc2ccccc21)N1CCc2ccccc21	-1	0.5	-8	5	-12	11	7	31	-1	-5	17
COc1cccc(CN2CCN(C(=O)c3ccco3)CC2)c1OC	-18	-1.2	10	-3	0	-6	-6	1	0	11	-3
Cc1cccc(NC(=O)Cn2nnc(-c3ccc(CN4CCCC4)cc3)n2)c1C	-13	-0.3	4	5	-5	-18	-2	-11	6	0	14
O=C1NCCC/C1=N/Nc1cc(F)ccc1F	-89	-3.0	-1	-6	3	0	-27	-37	-13	4	-36
COc1ccc(CC(=O)OCC(=O)NC2CC2)cc1	3	-1.9	-8	2	2	-10	10	17	0	-2	4
CC1(C)Cc2c(cnn2-c2ccccc2)C(NC(=O)CCc2ccncc2)C1 (configuration not stated)	-7	-1.9	9	-5	-4	13	-4	-10	2	-5	2
CC1CCc2sc(C(=O)OCC(=O)NC(N)=O)cc2C1 (configuration not stated)	1	-0.7	3	-8	-6	11	8	-3	0	5	13
N#CCCNc1c(Cl)cc(Cl)cc1C(=O)O	-13	1.7	2	2	0	7	4	-6	-2	7	11

An excerpt from above in order of the SRC1 inh value, rising:
SMILES	SRC2 inh	MC4R ag barr	MC4R antagonist	ABHD5-PLIN5 inh	NOD2-RIPK2 inh	COUP-TFII inh	SRC1 inh	LRH-1 inv ag	LMP1 NFkB inh	TLR9-MyD88 block	SRC3 inh
CCOC(=O)c1ccc(NC(=O)C(=O)NCc2ccccn2)cc1	23	-2.9	3	1	-2	-1	-20	1	6	5	19
COc1cccc(CN2CCN(C(=O)c3ccco3)CC2)c1OC	-18	-1.2	10	-3	0	-6	-6	1	0	11	-3
Cc1cccc(NC(=O)Cn2nnc(-c3ccc(CN4CCCC4)cc3)n2)c1C	-13	-0.3	4	5	-5	-18	-2	-11	6	0	14

Remaining list, next part:
SMILES	SRC2 inh	MC4R ag barr	MC4R antagonist	ABHD5-PLIN5 inh	NOD2-RIPK2 inh	COUP-TFII inh	SRC1 inh	LRH-1 inv ag	LMP1 NFkB inh	TLR9-MyD88 block	SRC3 inh
CC1CCCN(CCCNC(=O)C2CCN(S(=O)(=O)N3CCC4(CC3)OCCO4)CC2)C1 (configuration not stated)	-22	-0.3	-5	-2	-9	3	0	9	-1	1	-6
CCC1(O)c2ccccc2-c2ncccc21 (configuration not stated)	2	-1.9	5	-5	-13	14	5	1	-5	0	13
Cn1ccsc1=NC(=O)c1cccc(C#N)c1	-35	1.1	5	-1	-3	-42	-48	-37	-15	15	-2
O=C(COC(=O)/C=C/c1ccc([N+](=O)[O-])cc1)NCc1ccc2c(c1)OCO2	-20	2.9	14	-2	-9	-1	19	15	-4	-10	16
CC(C)(C)Nc1c([N+](=O)[O-])c(=O)sc2ccccc12	0	-1.7	-3	1	-3	-17	5	10	7	4	7
C=CCNc1nnc(Cc2ccc(C(C)C)cc2)c(=O)[nH]1	.	-3.2	-8	-2	-1	.	4	-1	0	-1	1
CCOc1ccc(-n2c(N)c(C(=O)NCC3CCCO3)sc2=S)cc1 (configuration not stated)	6	2.5	0	-9	1	10	-15	-5	3	-4	-21
CC(C)N(C(=O)CO/N=C/c1cccc([N+](=O)[O-])c1)C(C)C	2	3.8	-8	11	-13	-5	-3	-9	-2	-6	6
O=S(=O)(c1ccc(Br)cc1)N1CCn2c(nc3ccccc32)C1	-30	-0.2	5	1	5	-67	-2	-1	-6	1	8
COC(=O)COc1cc(=O)oc2ccc(NS(=O)(=O)c3ccccc3)cc12	-17	1.1	11	-1	-1	-4	7	11	6	7	6
COc1ccc(CCNc2nc(-c3cccnc3)nc3ccccc23)cc1OC	-10	0.9	6	0	5	17	10	27	12	-3	18
NC(=O)CNC(=O)[C@@H]1CC2(CC(c3ccc(Cl)cc3)=NO2)CN1C(=O)c1ccccc1 (some centres not stated)	9	-0.3	1	-7	1	-2	8	10	-6	-1	1
Cc1cc(OCC(=O)N2CCC(O)(c3ccc(Cl)cc3)CC2)c2c(C)cc(=O)oc2c1	12	0.9	3	7	-10	12	-38	-8	11	3	21
O=C(CCC(=O)N1CCN(c2ccccn2)CC1)c1ccc(Cl)s1	13	-1.2	0	-8	8	-21	-26	-13	-3	6	2
CC(=O)Nc1ccc(S(=O)(=O)NCc2ccc(C(=O)N3CCOCC3)cc2)cc1	6	-2.1	4	-8	-4	13	-28	-3	8	-2	21
Cc1ccc(-c2nc(CS(=O)CC(=O)NC3CC3)c(C)o2)cc1 (configuration not stated)	-14	-1.8	10	-3	0	-9	-9	0	-3	4	-11
CCCCC/C=C\C/C=C\C/C=C\CCCCC(=O)O	20	-1.8	3	6	-12	18	1	4	53*	-4	8
Clc1cccc(Cc2c(C3CCCCC3)nc3c4ccccc4ccn23)c1	-73	.	.	-3	-1	-28	.	-26	.	.	.
O=C1C=Cc2ccccc2/C1=C/c1[nH]c(=O)[nH]c1O	-12	-1.4	-7	0	-11	-7	-21	11	-1	-8	-4
O=C(COC(=O)/C=C/c1ccc(F)cc1)Nc1cc(C(F)(F)F)ccc1N1CCOCC1	-12	0.1	1	4	-5	8	-98	-2	-6	1	-7
Cc1c(NC(=O)c2cccc(NC(=O)COc3ccc(C#N)cc3)c2)c(=O)n(-c2ccccc2)n1C	1	-1.3	10	-7	7	-11	-5	-8	1	-2	12
COc1ccc(NC2CCCN(C(=O)CSc3ccccn3)C2)cc1OC (configuration not stated)	-1	-1.0	10	-2	-7	10	-2	6	4	-11	-23
CCc1nc2n(n1)C(O)c1cc([N+](=O)[O-])ccc1S2 (configuration not stated)	-8	-0.7	-2	-4	1	2	-12	7	5	-3	9
Cn1nc(C(F)(F)F)c2cc(C(=O)Nc3ccc(C(F)(F)F)cc3)sc21	7	1.6	7	1	-2	5	9	0	14	6	1
O=C(C1CCN(S(=O)(=O)c2cccc3cccnc23)CC1)N1CCN(C2CCCCC2)CC1	.	-1.6	7	-2	7	.	3	2	.	.	13
CC[C@H]1C(c2ccc(F)cc2)=NN(c2ccccc2)[C@@H]1CO	7	0.7	9	-2	13	3	-2	-11	4	-6	-6
COc1cccc(CSc2nc3cc4c(cc3cc2C)OCCO4)c1	-1	-2.1	-10	-14	-1	2	4	-16	-8	-8	-1
COc1ccc(C(c2sc3nc(C)nn3c2O)N2CCCCC2)cc1 (configuration not stated)	-22	-0.3	1	-2	-15	-70	10	10	-4	1	0
CCN(C(=O)COC(=O)CCc1ccc(OC)cc1)c1c(N)n(Cc2ccccc2)c(=O)[nH]c1=O	12	-0.4	8	-4	-1	-3	1	-17	5	6	-31
Cc1cccc(OCC(=O)N2CCC3(CC2)CC(=O)c2ccccc2O3)c1	7	-2.3	0	-8	1	-5	-8	6	5	-2	10
CC(=O)c1cccc(NC(=O)C2CCCN(S(C)(=O)=O)C2)c1 (configuration not stated)	-3	0.9	-6	3	-5	13	16	6	-10	16	11
Cc1cccc(NS(=O)(=O)c2cc(Cl)ccc2Cl)n1	-1	-0.9	12	3	-12	6	10	7	2	-2	-25
Cn1c(=O)[nH]c(=O)c2c1nc(SCC(O)CO)n2Cc1ccccc1Cl (configuration not stated)	-33	-1.4	-4	39*	-4	-27	12	10	6	-9	5
Cc1ccccc1NC(=O)NC1CCCCC1C (configuration not stated)	-11	0.4	-5	-1	2	2	7	8	-12	0	17
COc1ccc(C(=O)c2sc3nc(-c4ccccc4)ccc3c2N)cc1	.	1.0	24	-10	50*	.	0	-13	-10	40*	5
CCOC(=O)C1CCCN(C(=O)c2cc(F)ccc2C)CC1 (configuration not stated)	-17	1.4	10	-3	-15	4	3	6	.	.	3
CSC(=NCc1ccc(F)cc1)NS(=O)(=O)c1cccs1	-5	-0.3	-1	-6	-26	-14	-2	-11	16	-9	2
COC(C(=O)Nc1ccc(C(C)=O)cc1)c1ccccc1 (configuration not stated)	-13	-1.2	-4	1	-10	22	-19	-2	-10	4	-19
Cc1ccc(O)c(CNc2ccc(S(=O)(=O)Nc3nccs3)cc2)c1	-11	-1.8	11	15	-8	4	-24	-5	5	-11	9
COCCCNC(=O)c1ccc(NC(C)=O)cc1	9	3.2	-11	4	7	-4	3	-5	-11	-2	10
CCC(=O)N1CCC(C)(C(=O)Nc2ccc3c(c2)OCCO3)C1 (configuration not stated)	-1	0.2	4	-3	-7	5	10	-13	.	.	-2
